# Assay outcomes deposited in PubChem BioAssay by National Center for Advancing Translational Sciences (NCATS).
# D1 agonist: human D1 receptor agonism | 1% of 360,000 active | activation, % at 2 µM | P21728 | HEK293 T-REx D1 cells, calcium flux, agonist mode; in the data active means activation above about 30%; further: 0% is about no effect
#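 Agonism was scored from calcium flux recorded over 180 s (1 read/s) after pintool compound addition, following a 10-cycle baseline. Cells were inducible force-coupled HEK293 TREx D1, plated overnight at 30 C and loaded with no-wash calcium dye.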
# D1 potentiator: human D1 dopamine receptor positive modulation | HEK293 TREx D1 cells, calcium flux, dopamine EC20 potentiation | P21728 | potentiation, % at 10 µM | 0.036% of 360,000 active; in the data active means potentiation above about 30%; further: 0% is about no effect
# D2 PAM: positively modulates the human D2 dopamine receptor allosterically; P14416; HEK293 T-REx D2, calcium flux, EC20 dopamine potentiation; potentiation, % at 10 µM; 0.34% of 340,000 active;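 active means potentiation over 3 SD above the plate norm, cut at about 30% in these data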; further: 0% is about no effect
#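 Potentiation of an EC20 dopamine calcium response is measured in a force-coupled, tetracycline-inducible Hek293 Trex D2 line. Compound-only kinetic reads over 180 s flag agonists before dopamine addition.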
# D1 antagonist: blocks dopamine activation of the human D1 receptor; 3.2% of 360,000 active; AID 504652; HEK293 TREx D1 cells, calcium flux, dopamine EC80; hits give low values; activity change, negative = inhibition, % at 10 µM; in the data active means activity change below about -30%; further: on the % scale 0 is the no-effect control and ±100 the full control effect
#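 Kinetic fluorescence of a calcium dye serves as the read-out. D1-expressing Hek293 Trex cells, induced overnight at 30 C, are exposed to compound for 180 s before an EC80 dopamine addition, then read 180 s further.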
# Anesthetic bind: candidate novel general anesthetic via apoferritin binding. 0.074% of 350,000 active. Potency, µM (top dose mostly 77.5 µM), inactives show at the highest dose activity change, negative = displacement, most hits filed as inhibitors. apoferritin/1-aminoanthracene competitive binding, fluorescence; further: potency means the concentration at half of the fitted maximal effect; on the % scale 0 is the no-effect control and ±100 the full control effect; nearly all actives have a fitted effect of over 20% in size
# Target sequence (P02791 2-175 limits assumed): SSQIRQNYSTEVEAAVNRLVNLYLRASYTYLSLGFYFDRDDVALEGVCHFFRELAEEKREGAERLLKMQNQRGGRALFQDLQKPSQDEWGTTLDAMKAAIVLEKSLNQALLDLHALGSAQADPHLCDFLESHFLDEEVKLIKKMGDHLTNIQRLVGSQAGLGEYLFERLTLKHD
#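 Horse-spleen apoferritin (10 uM) was mixed with 50% saturated 1-aminoanthracene in PBS, exposed to compounds for 10 min at room temperature, and read for fluorescence (ex 380 nm, em 535 nm). Competitive displacement was fitted with a four-parameter Hill equation.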
# RXFP1 antag: antagonists of human relaxin receptor RXFP1 | Q9HBX9 | activity change, negative = inhibition, % at 57.5 µM | HEK293-RXFP1, relaxin-stimulated cAMP HTRF, 30 min; hits give low values | 0.59% of 350,000 active | AID 1259400;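 active means activity change of -60% or lower, but not beyond a set lower limit; inconclusive means change between -60% and -40%, or beyond the set limit; inactive means change above -40%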; further: on the % scale 0 is the no-effect control and ±100 the full control effect
# Target sequence (Q9HBX9 whole entry, looked up): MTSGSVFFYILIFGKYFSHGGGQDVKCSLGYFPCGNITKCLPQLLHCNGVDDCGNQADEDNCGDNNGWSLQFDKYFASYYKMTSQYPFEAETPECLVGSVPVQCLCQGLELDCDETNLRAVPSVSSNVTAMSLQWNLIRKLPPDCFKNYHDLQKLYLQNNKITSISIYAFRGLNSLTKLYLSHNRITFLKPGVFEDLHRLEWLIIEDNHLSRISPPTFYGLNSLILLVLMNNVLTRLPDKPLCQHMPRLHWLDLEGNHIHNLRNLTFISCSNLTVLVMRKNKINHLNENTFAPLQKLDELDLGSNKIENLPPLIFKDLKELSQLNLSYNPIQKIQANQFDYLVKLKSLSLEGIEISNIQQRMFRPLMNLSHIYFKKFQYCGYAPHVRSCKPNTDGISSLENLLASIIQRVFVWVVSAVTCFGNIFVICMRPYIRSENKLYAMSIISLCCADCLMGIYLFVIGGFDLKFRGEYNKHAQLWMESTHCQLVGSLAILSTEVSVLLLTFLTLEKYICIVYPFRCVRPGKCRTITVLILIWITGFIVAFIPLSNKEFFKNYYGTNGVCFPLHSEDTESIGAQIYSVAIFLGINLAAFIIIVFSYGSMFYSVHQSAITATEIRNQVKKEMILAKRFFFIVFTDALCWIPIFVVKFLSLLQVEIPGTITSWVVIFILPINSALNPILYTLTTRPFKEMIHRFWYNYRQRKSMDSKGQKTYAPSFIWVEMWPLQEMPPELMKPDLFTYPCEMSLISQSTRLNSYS
# TRHR PAM: allosteric enhancers of human TRH receptor; P34981; TRHR cells, fluo-8 calcium fluorescence, EC20 TRH enhancement; enhancement, % at 2 µM; 0.66% of 360,000 active; AID 493056; in the data active means enhancement above about 30%; further: 0% is about no effect
#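 Enhancer read-out: after compound pinning and an initial kinetic agonist-mode read, an EC20 of TRH (10 nM final) was injected and fluo-8 calcium signal (Ex 480/Em 530) followed at 1 s/cycle for 100 cycles in TRHR-expressing cells.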
# TRHR agonist: activates the human TRH receptor | P34981 | TRHR cells, calcium flux fluo-8, FDSS agonist mode | activation, % at 2 µM | 0.18% of 360,000 active | AID 493084; in the data active means activation above about 30%; further: 0% is about no effect
#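 TRHR-expressing cells loaded with fluo-8 calcium dye; 23 nL library compound pin-transferred, kinetic FDSS fluorescence (Ex 480/Em 530) recorded about 180 s for agonist-induced calcium release, before a 10 nM TRH EC20 addition for potentiator mode.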
# RXFP1 agonist: RXFP1 (human) receptor agonism; Q9HBX9; AID 2676; HEK293T-RXFP1 cAMP TR-FRET, 30 min; response scale: percent of porcine relaxin response, buffer zero; Potency, µM (highest dose often 57.5 µM), without a hit: at the top dose activation, most hits filed as activators; 0.3% of 370,000 active; further: potency means the concentration at half of the fitted maximal effect; on the % scale 0 is the no-effect control and ±100 the full control effect; nearly all actives have a fitted effect of over 60% in size; many of its hits are not listed in these tables
#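 HEK293T cells stably expressing RXFP1 were pretreated with the PDE4 inhibitor Ro 20174, exposed to compounds for 30 min at 37C, lysed, and cAMP was read by TR-FRET. Data normalized to buffer (basal) and 29 nM porcine relaxin (100%).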
# An asterisk follows results filed as active; ? = inconclusive; nt = not tested or not shown; & = joins results of further samples. Unless noted, the call rests on the fitted dose curve; in most records, active means well fitted curve in the direction sought with a large enough effect; inconclusive means small, poorly fitted or top-dose-only effect, or another doubt; inactive means no such curve, though single readings can be large; an effect the other way counts as inactive or inconclusive. Some of the compounds tested, so the mix of outcomes need not match the whole.
SMILES,D1 agonist,D1 potentiator,D2 PAM,D1 antagonist,Anesthetic bind,RXFP1 antag,TRHR PAM,TRHR agonist,RXFP1 agonist
COC(=O)c1ccccc1NC(=O)NN1CCN(C)CC1,1,-6,-6,0,?,-3,13,-1.7,-0.8%
Nc1nc(F)cc(N2CCCCCC2)n1,3,-7,nt,-11,?,-6,0,-0.3,2.5%
Cc1ccc(S(=O)(=O)NC2OC(=O)C(Cl)=C2Cl)cc1 (centres undefined),-1,-5,-5,8,-2%,11,4,-0.2,1.1%
COc1cccc(-n2nnnc2SCC(=O)NCc2ccc3c(c2)OCO3)c1,1,-1,6,6,-19%,nt,-8,-0.1,-1.1%
CC(=O)N1c2ccc(S(=O)(=O)NCCC(=O)Nc3ccc(C)cn3)cc2CC1C (centres undefined),3,2,-1,-18,2%,-2,-2,0.4,1.0%
COc1cc(-c2c(-c3ccsc3)sc3ccccc23)cc(OC)c1OC,-2,-1,17,nt,nt,nt,1,-0.5,1.5%
O=C(Nc1cccc(-c2ccccc2)c1)N1CCN(C(=O)Nc2cccc(-c3ccccc3)c2)CC1,0,4,8,8,-3%,-8,-22,-0.9,-0.1%
Cc1cc(C)nc(N2CCC(C(=O)Nc3ccc4c(c3)OCO4)CC2)n1,2,-4,2,11,-15%,-9,-3,0.4,0.2%
COc1cccc(-c2cn(-c3cccc(C(F)(F)F)c3)c(=S)[nH]2)c1,1,-5,-10,-18,7%,-8,1,2.6,-0.1%
COc1ccc(C2C=C(c3cccc(OC)c3)Nc3c(C(=O)Nc4ccccc4)cnn32)cc1 (centres undefined),2,-2,-9,-10,-6%,0,-5,0.2,1.0%
CCCCC(CC)C(=O)Nc1ccccc1C(=O)NC(C)C (centres undefined),1,-2,24,-1,6%,38,2,0.8,3.2%
CC(C)Oc1ccc(Cn2c(=O)sc3ccccc32)cc1,3,3,2,3,-5%,-21,-1,-0.1,-3.1%
COc1ccc(Cc2nnc(NC(=O)C3CCCO3)s2)cc1OC (centres undefined),2,-14,5,0,-1%,6,2,1.3,0.6%
COC(=O)CSc1nc2ccccc2o1,1,-6,-1,-37*,-14%,-7,-2,0.2,0.0%
O=C(Cc1cccs1)Nc1nc(-c2cccnc2)cs1,3,-3,nt,-10,-6%,-4,0,0.6,0.8%
CCN(CC)CCNC(=O)C(=O)NCC1OCCN1S(=O)(=O)c1ccc([N+](=O)[O-])cc1 (centres undefined),1,-8,-12,-4,-9%,-5,-2,0.3,4.8%
CC(=O)Nc1ccc2c(c1)nc(CCN1CCOCC1)n2C,0,-5,3,3,-6%,-13,0,2.7,0.0%
CCOc1cc(/C=N/Nc2nncc(-c3ccccc3)n2)ccc1O,-1,7,-7,-19,-22%,-7,3,0.4,0.5%
CC1CCCC(NC(=O)CCC(=O)c2ccc(F)cc2)C1C (centres undefined),3,-1,10,-17,?,2,3,-1.8,0.5%
O=C(/C=C/c1ccc(Cl)c([N+](=O)[O-])c1)Nc1cccc(NC(=O)c2ccco2)c1,3,-8,-4,-7,-10%,-35,-2,0.1,4.5%
O=C1NCCN1C(=O)c1ccccc1F,2,1,3,5,-11%,-5,3,0.1,3.7%
O=C(Nc1cc(S(=O)(=O)N2CCOCC2)ccc1N1CCCC1)C1COc2ccccc2O1 (centres undefined),0,-1,8,10,5%,-2,-6,0.2,0.3%
Cc1cc(N2C(=O)C3C4C=CC(C4)C3C2=O)ccc1NC(=O)c1cccs1 (centres undefined),1,-3,9,-11,?,0,-1,0.6,0.1%
Cc1ccccc1Nc1nc(NCc2ccco2)c2ccccc2n1,9,-16,-17,-36*,-15%,-28,25,0.4,-0.4%
CCOC(=O)C1=C(Nc2ccccc2)CC(C)(O)C(C(=O)OCC)C1c1ccccc1 (centres undefined),-1,1,22,-3,-6%,-2,-1,-0.3,-0.4%
O=C(COc1ccc(Cl)cc1Cl)N/N=C/c1ccc[nH]1,1,-5,2,-8,-21%,3,1,0.5,-0.2%
CCSc1nc(C)nc2sc(C)c(C)c12,1,0,-2,5,1%,-1,0,-0.1,7.0%
COC(=O)COc1c(Cl)cc(Cl)c2ccc(C)nc12,2,-4,-3,0,-4%,8,8,4.6,1.5%
CCC1Sc2ccc(S(=O)(=O)CCC(=O)NCc3ccco3)cc2NC1=O (centres undefined),6,-5,-25,7,-10%,5,-5,0.0,0.2%
CCc1ccccc1NC(=O)CN(C)C(=O)COC(=O)c1ccccc1Cl,2,0,12,8,nt,8,5,0.7,-2.1%
COc1cccc(N2CCN(CC(=O)NC(=O)NCc3ccco3)CC2)c1,-1,-8,-1,19,-15%,-1,7,-0.7,0.9%
COC(=O)c1cn(CC(=O)NC2CCCCC2)c2ccccc12,2,-4,-7,1,-6%,16,-1,0.0,0.0%
Cc1ccc(N2C(N)=C(C#N)C(c3cc(CN4CCOCC4)cs3)C3=C2CC(C)(C)CC3=O)cc1 (centres undefined),-3,7,-5,13,-18%,-4,2,-0.4,-4.2%
COc1cc(Cl)c(C)cc1NC(=O)COC(=O)/C=C/c1c(C)nn(C2CCS(=O)(=O)C2)c1Cl (centres undefined),1,-7,-10,-19,-20%,-9,3,-0.3,1.3%
COc1cc(OC)c(NC2(c3ccccc3)C(=O)c3ccccc3C2=O)cc1Cl,-1,-3,-9,-18,-5%,nt,-13,-0.6,0.5%
CC(=O)c1ccc(S(=O)(=O)NC2CCCCCCC2)cc1,12,-14,-3,-15,2%,4,-5,-1.5,-2.0%
CCc1cccc(C)c1NC(=O)CCCn1c(=O)c2cccn2c2cccnc21,2&1,0&-5,9&2,2&-2,-4%&1%,-4&-4,1&-5,-0.1&-0.1,15%&24%
CO/N=C/c1ccc(N2CCN(C(=O)c3ccc(F)cc3)CC2)c([N+](=O)[O-])c1,20,-8,21,-27,-14%,-5,19,3.4,-0.1%
On1c(-c2ccccc2Cl)nc2ccccc21,1,0,11,-15,-9%,-5,-3,-0.4,-0.5%
COc1cccc(NC(=S)N2CCCC2)c1,3,-5,7,8,6%,-2,-3,0.2,2.9%
CC(=O)Nc1ccc2nc(-c3ccncc3)[nH]c2c1,3,-3,3,4,5%,2,-15,-0.2,7.5%
Cc1ccc(CNC(=O)C2CCN(C(=O)Nc3ccccc3)CC2)cc1,0,-4,-13,11,3%,1,1,0.1,2.2%
COc1cccc(CNC(=O)Cn2cc3c(n2)CCCC3)c1,4,-2,-8,16,1%,-6,-3,-0.5,0.4%
C[C@H](O)CC1=C[C@H](O)[C@@H](C)OC1=O,1,2,-2,18,0%,nt,2,0.9,-1.7%
Cc1cc(-c2nnc3n2N=C(c2ccccc2Br)CS3)n[nH]1,2,-2,-3,8,-6%,-27,-5,-0.7,-0.9%
Cc1ccc(NC(=O)CN(C)C(=O)Nc2ccc(C)cc2)cc1,1,-1,-3,2,-8%,-3,-5,-1.1,1.0%
CC(C)c1ccc(NS(=O)(=O)c2ccc3[nH]cc(C(=O)NC4CCCCC4)c(=O)c3c2)cc1,3,0,3,1,?,-17,8,0.8,-0.1%
CCOc1cccc(C(=O)Nc2ccccc2C(=O)N2CCN(C)CC2)c1,2,-3,4,4,-4%,0,-3,-0.1,-1.4%

# Some of the entries so far, with tabs:
Compound	D1 agonist	D1 potentiator	D2 PAM	D1 antagonist	Anesthetic bind	RXFP1 antag	TRHR PAM	TRHR agonist	RXFP1 agonist
COc1cccc(N2CCN(CC(=O)NC(=O)NCc3ccco3)CC2)c1	-1	-8	-1	19	-15%	-1	7	-0.7	0.9%
COC(=O)c1cn(CC(=O)NC2CCCCC2)c2ccccc12	2	-4	-7	1	-6%	16	-1	0.0	0.0%
Cc1ccc(N2C(N)=C(C#N)C(c3cc(CN4CCOCC4)cs3)C3=C2CC(C)(C)CC3=O)cc1 (centres undefined)	-3	7	-5	13	-18%	-4	2	-0.4	-4.2%
COc1cc(Cl)c(C)cc1NC(=O)COC(=O)/C=C/c1c(C)nn(C2CCS(=O)(=O)C2)c1Cl (centres undefined)	1	-7	-10	-19	-20%	-9	3	-0.3	1.3%
COc1cc(OC)c(NC2(c3ccccc3)C(=O)c3ccccc3C2=O)cc1Cl	-1	-3	-9	-18	-5%	nt	-13	-0.6	0.5%
CC(=O)c1ccc(S(=O)(=O)NC2CCCCCCC2)cc1	12	-14	-3	-15	2%	4	-5	-1.5	-2.0%
CCc1cccc(C)c1NC(=O)CCCn1c(=O)c2cccn2c2cccnc21	2&1	0&-5	9&2	2&-2	-4%&1%	-4&-4	1&-5	-0.1&-0.1	15%&24%
CO/N=C/c1ccc(N2CCN(C(=O)c3ccc(F)cc3)CC2)c([N+](=O)[O-])c1	20	-8	21	-27	-14%	-5	19	3.4	-0.1%
On1c(-c2ccccc2Cl)nc2ccccc21	1	0	11	-15	-9%	-5	-3	-0.4	-0.5%
COc1cccc(NC(=S)N2CCCC2)c1	3	-5	7	8	6%	-2	-3	0.2	2.9%
CC(=O)Nc1ccc2nc(-c3ccncc3)[nH]c2c1	3	-3	3	4	5%	2	-15	-0.2	7.5%
Cc1ccc(CNC(=O)C2CCN(C(=O)Nc3ccccc3)CC2)cc1	0	-4	-13	11	3%	1	1	0.1	2.2%
COc1cccc(CNC(=O)Cn2cc3c(n2)CCCC3)c1	4	-2	-8	16	1%	-6	-3	-0.5	0.4%
C[C@H](O)CC1=C[C@H](O)[C@@H](C)OC1=O	1	2	-2	18	0%	nt	2	0.9	-1.7%
